Keap1 Nrf2 FP – inhibitors of human Keap1-Nrf2 protein-protein interaction; Q14145; Keap1 Kelch-Nrf2 peptide fluorescence polarization, 1536-well; inhibition, % at 9.4 µM; actives 0.15% (n = 340,000); AID 504523; in the data active = inhibition above about 12%;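 note: human Keap1 Kelch domain with fluorescein labeled Nrf2 9mer peptide probe; 0% = neutral control wells and 100% = peptide positive control; higher means more block of Keap1 binding to Nrf2 peptide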
NSD2 HMT inh – inhibitors of human histone methyltransferase NSD2; NSD2 peptide methylation, AlphaScreen, 120 min; inhibition, % at 12.5 µM; actives 0.54% (n = 310,000); in the data active = inhibition above about 50%
Target sequence (O96028 whole entry, looked up): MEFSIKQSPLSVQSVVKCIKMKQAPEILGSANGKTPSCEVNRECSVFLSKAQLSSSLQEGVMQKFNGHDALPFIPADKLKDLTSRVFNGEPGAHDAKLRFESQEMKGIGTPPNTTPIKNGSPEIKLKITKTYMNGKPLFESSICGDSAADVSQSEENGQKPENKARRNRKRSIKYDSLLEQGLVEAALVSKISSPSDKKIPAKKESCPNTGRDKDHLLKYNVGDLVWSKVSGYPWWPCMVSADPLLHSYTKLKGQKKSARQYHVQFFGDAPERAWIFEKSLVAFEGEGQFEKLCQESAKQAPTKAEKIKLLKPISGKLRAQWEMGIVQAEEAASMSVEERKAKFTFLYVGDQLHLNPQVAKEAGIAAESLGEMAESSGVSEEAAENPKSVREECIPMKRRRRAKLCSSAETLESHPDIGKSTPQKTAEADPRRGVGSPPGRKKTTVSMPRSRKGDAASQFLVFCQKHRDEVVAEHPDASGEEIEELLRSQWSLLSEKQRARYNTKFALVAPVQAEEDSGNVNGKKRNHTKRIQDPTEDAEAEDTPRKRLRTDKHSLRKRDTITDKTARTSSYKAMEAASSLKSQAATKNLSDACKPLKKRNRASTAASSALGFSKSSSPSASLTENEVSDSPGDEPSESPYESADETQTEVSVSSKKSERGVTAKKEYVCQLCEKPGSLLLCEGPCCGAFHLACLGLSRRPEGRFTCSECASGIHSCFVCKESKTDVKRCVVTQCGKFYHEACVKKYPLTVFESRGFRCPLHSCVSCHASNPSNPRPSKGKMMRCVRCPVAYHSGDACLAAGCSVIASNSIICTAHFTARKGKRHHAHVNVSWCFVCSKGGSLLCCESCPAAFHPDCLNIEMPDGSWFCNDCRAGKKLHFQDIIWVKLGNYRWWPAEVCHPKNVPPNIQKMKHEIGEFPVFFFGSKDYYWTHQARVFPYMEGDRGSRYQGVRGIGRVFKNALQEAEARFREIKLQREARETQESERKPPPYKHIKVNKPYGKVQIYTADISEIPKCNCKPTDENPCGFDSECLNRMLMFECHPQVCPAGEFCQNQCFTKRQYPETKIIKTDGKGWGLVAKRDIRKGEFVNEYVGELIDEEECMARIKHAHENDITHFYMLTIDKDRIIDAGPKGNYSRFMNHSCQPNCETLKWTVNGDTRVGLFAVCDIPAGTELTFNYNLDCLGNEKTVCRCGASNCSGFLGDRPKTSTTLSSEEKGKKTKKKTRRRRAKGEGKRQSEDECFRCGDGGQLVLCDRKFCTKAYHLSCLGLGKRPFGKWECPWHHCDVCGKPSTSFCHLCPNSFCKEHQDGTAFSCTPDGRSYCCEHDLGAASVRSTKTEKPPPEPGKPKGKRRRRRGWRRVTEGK
Cardiac RTF inh – cardiac RTF calcium desensitization | inhibition, % at 7.15 µM | AID 493244 | IANBD-labeled cardiac RTF, Ca2+ fluorescence | actives 0.12% (n = 340,000) | P19429+P45379;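 active = inhibition above the mean inhibition of all tested compounds plus 3 SD, cut at about 17% in these data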;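 note: assay run at fixed EC70 calcium of 1.6 mM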
LANA DNA inh – blocks KSHV LANA C-terminal domain binding to DNA. MBP-C-LANA/FAM-LBS DNA binding, fluorescence polarization. inhibition, % at 9 µM. actives 0.078% (n = 340,000). AID 504423;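 active = highest replicate inhibition at or above 60% at 9 µM, even if other replicates fall short; inactive = all replicates below 60% inhibition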;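 note: 0% = neutral control wells and 100% = 4 µM acridine orange control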
SR-BI uptake up – SR-BI HDL lipid transfer activation. activation, % at 12.5 µM. actives 0.096% (n = 320,000). CHO ldlA[mSR-BI] cells, DiI-HDL uptake fluorescence, 3 h; 100 = double the neutral-control signal. AID 504775;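 active = mean replicate activation of at least 60% and every replicate at or above 60%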;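 note: 0% = median plate neutral-control signal and 100% = twice that signal; values of inactives mirror those of a sister screen read the other way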
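material = CHO ldlA[mSR-BI] cells | medium = Ham's F12 with 0.5% BSA, HEPES 25 mM, pH 7.4 | reagent = fluorescent DiI-HDL, 10 µg/mL final | compound dosing = single-point compound dose | incubation = 3 h, 37 °C | measured by = bottom-read fluorescence, 550/595 nm | measure = HDL uptake via cellular fluorescence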
Arr AP2 block – human beta-arrestin and AP2 interaction inhibition | inhibition, % at 10 µM | AID 504490 | FITC-arrestin peptide / GST-AP2 beads, flow cytometry; AP2 beta2 appendage carries R879A mutation | actives 0.31% (n = 340,000);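 active = inhibition above a set limit, near 3 SD of compounds lacking own fluorescence, cut at about 54% in these data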;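 note: plate controls were DMSO wells for no effect and 5 µM unlabelled arrestin peptide for full effect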
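System: GST-AP2 R879A glutathione beads | Also added: FITC-arrestin peptide, 50 nM | Times: 12 min plus 1 h, RT | Signal: Bead flow cytometry, FITC channel | Buffer or medium: PBS with 0.05% Tween 20 and 0.1% BSA | Read-out basis: Percent drop in bead-associated FITC signal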
PvdQ acylase – blocks Pseudomonas aeruginosa PvdQ acylase activity; purified PvdQ acylase, fluorescence plate reader; inhibition, % at 10 µM; actives 0.063% (n = 340,000); AID 488965; in the data active = inhibition above about 30%, passing the limit was not always enough;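 note: 0% = vehicle neutral wells and 100% = reference inhibitor wells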
DAGLB inhibitor – blocks human DAGLB lipase activity; HEK293T DAGLB membrane lysate, EnzChek fluorogenic substrate; Q8NCG7; AID 504411; actives 0.059% (n = 340,000); inhibition, % at 5.17 µM; in the data active = inhibition above about 34%;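 note: 0% = enzyme with vehicle and 100% = wells lacking enzyme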
PKA-R2B activ – activates the human PKA-R2B holoenzyme complex | P22694+P31323 | PKA-R2B holoenzyme dissociation, Cy5-IP20 fluorescence polarization; R2B truncated from residue 108, S112A mutant; 0% DMSO only, 100% 113 µM cGMP | activation, % at 11.4 µM | actives 0.079% (n = 340,000);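 active = activation above a cutoff set at the mean over all compounds plus 3 SD, cut at about 18% in these data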;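 note: higher means more holoenzyme dissociation and a rise in polarization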
SR-BI DiI inh – mouse SR-BI HDL lipid transfer inhibition; ldlA[mSR-BI] CHO cells, DiI-HDL uptake fluorescence, 3 h; actives 0.96% (n = 320,000); inhibition, % at 12.5 µM; Q61009; AID 488896;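 active = mean replicate inhibition of at least 70% and a set share of replicates each scoring 70 or more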;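 note: 0% = median of neutral control wells and 100% = median of positive control wells; values of inactives mirror those of a sister screen read the other way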
Active calls of the source: *; · = no result given. Rows were taken by chance; any-hit rate near 2.1%.

SMILES | Keap1 Nrf2 FP | NSD2 HMT inh | Cardiac RTF inh | LANA DNA inh | SR-BI uptake up | Arr AP2 block | PvdQ acylase | DAGLB inhibitor | PKA-R2B activ | SR-BI DiI inh
O=C1NC(NS(=O)(=O)c2ccc(Cl)cc2)(C(F)(F)F)C(=O)N1c1ccccc1 (configuration not stated) | 0 | -3 | -7 | -0.3 | 0 | 11 | -8 | 4 | 1 | 0
COc1cc(Cl)c(CNC[C@H]2O[C@@H](n3ccc(=O)[nH]c3=O)[C@H](O)[C@@H]2O)c(Cl)c1O | -3 | · | -9 | 0.7 | 8 | 1 | -12 | -4 | -1 | -8
Cc1csc(NC(=O)/C=C/c2ccco2)n1 | -6 | -1 | -1 | 0.8 | 3 | -4 | -2 | 4 | -8 | -3
CC1(c2ccccc2Cl)NC(=O)N(CC(=O)N2CCc3ccccc32)C1=O (configuration not stated) | 0 | 1 | -3 | 1.6 | 3 | 33 | 3 | -3 | -14 | -3
Cc1noc(C)c1CSc1nnc2ccc3ccccc3n12 | -1 | -2 | -17 | 2.7 | -8 | -1 | -10 | 2 | 6 | 8
CC(=O)N1CCN(C(C)=O)C1c1ccccc1 | -2 | -1 | -6 | 1.0 | 2 | -3 | -8 | -2 | -8 | -2
CCOC(=O)c1c(NC(=O)Nc2ccccc2)sc(C)c1C | 0 | -1 | 3 | -1.4 | -85 | 27 | 16 | -3 | -1 | 85*
COc1ccc(OC)c(S(=O)(=O)NCc2nc3nc(C)cc(C)n3n2)c1 | 5 | -2 | -14 | -1.3 | 14 | -28 | -8 | 1 | -9 | -14
C/C(=N\Nc1cc(Cl)nc(C)n1)c1ccc(C)cc1 | 1 | 4 | -13 | 1.1 | -60 | 10 | -3 | -10 | -2 | 60
CCN(CC)c1ccc(CNc2nnnn2C)cc1 | -8 | 5 | -4 | 0.0 | 20 | 3 | -3 | 3 | -7 | -20
CC(=O)c1ccc(N2CCC(C)CC2)c(F)c1 | -1 | 0 | -11 | 1.1 | 8 | -22 | -25 | -2 | 12 | -8
c1ccc(-c2ccccc2OCCOCCN2CCOCC2)cc1 | -3 | 0 | -8 | 0.3 | 24 | 10 | -14 | -3 | -2 | -24

5 structures out of the list, arranged by SMILES length, ascending.
SMILES | Keap1 Nrf2 FP | NSD2 HMT inh | Cardiac RTF inh | LANA DNA inh | SR-BI uptake up | Arr AP2 block | PvdQ acylase | DAGLB inhibitor | PKA-R2B activ | SR-BI DiI inh
CCN(CC)c1ccc(CNc2nnnn2C)cc1 | -8 | 5 | -4 | 0.0 | 20 | 3 | -3 | 3 | -7 | -20
Cc1csc(NC(=O)/C=C/c2ccco2)n1 | -6 | -1 | -1 | 0.8 | 3 | -4 | -2 | 4 | -8 | -3
C/C(=N\Nc1cc(Cl)nc(C)n1)c1ccc(C)cc1 | 1 | 4 | -13 | 1.1 | -60 | 10 | -3 | -10 | -2 | 60
COc1ccc(OC)c(S(=O)(=O)NCc2nc3nc(C)cc(C)n3n2)c1 | 5 | -2 | -14 | -1.3 | 14 | -28 | -8 | 1 | -9 | -14
CC1(c2ccccc2Cl)NC(=O)N(CC(=O)N2CCc3ccccc32)C1=O (configuration not stated) | 0 | 1 | -3 | 1.6 | 3 | 33 | 3 | -3 | -14 | -3

Carrying on.
SMILES | Keap1 Nrf2 FP | NSD2 HMT inh | Cardiac RTF inh | LANA DNA inh | SR-BI uptake up | Arr AP2 block | PvdQ acylase | DAGLB inhibitor | PKA-R2B activ | SR-BI DiI inh
Cc1nc2ccc(NC(=O)c3cccc(S(=O)(=O)N4CCOCC4)c3)cc2s1 | -1 | -3 | 7 | 2.7 | -72 | 19 | 0 | -2 | -1 | 72*
C=C(C)Cc1c(C)c(C#N)c2[nH]c3ccccc3n2c1=O | -2 | 3 | -12 | -0.6 | -13 | 15 | -14 | -2 | -7 | 13
CC(NC(=O)COC(=O)c1cc(S(=O)(=O)N2CCOCC2)ccc1F)c1ccccc1 (configuration not stated) | -3 | -4 | -12 | -0.4 | -4 | -12 | -5 | 0 | -5 | 4
C#CCNc1ccc([N+](=O)[O-])cc1 | -1 | 1 | -11 | 0.5 | 15 | -4 | -11 | 1 | -5 | -15
O=C(COc1ccc2ccccc2c1)NC1CC1 | -2 | 1 | 0 | 0.2 | 11 | -4 | 9 | -2 | -5 | -11
CCc1cc2cccc(C)c2nc1SCC(=O)Nc1nonc1C | -3 | -1 | -2 | -0.7 | 19 | 1 | -16 | 0 | 4 | -19
COc1cccc(/C=C2\SC(=S)N(CCC(=O)N3CCCCC3)C2=O)c1 | -4 | -2 | -9 | 0.9 | -9 | 9 | -11 | -1 | -11 | 9
CS(=O)(=O)c1cccc(NC(=O)c2ccc(Cl)c(Cl)c2)c1 | 1 | -2 | -12 | 1.7 | -83 | -7 | -3 | 1 | -5 | 83*
Cc1ccccc1C(=O)c1cccn1CC(=O)NCc1ccccc1 | -3 | 0 | 5 | -1.4 | 7 | 4 | -4 | -1 | -2 | -7
COc1ccccc1C(=O)Nc1cc(C)c(OCC(=O)N2CCOCC2)c(C)c1 | -4 | -3 | 2 | 1.7 | -54 | -11 | -5 | -1 | -1 | 54
Fc1ccc2nncc(SCc3ccccc3Cl)c2c1 | -1 | 3 | -9 | -0.4 | 23 | 11 | -9 | -2 | 1 | -23
Cc1ccc(S(=O)(=O)NCCC(=O)NC2CCCCC2C)cc1 (configuration not stated) | -2 | 2 | -8 | -0.1 | 16 | -7 | -8 | -2 | 7 | -16
NCC12CC3CC(C1)CC(c1ccc(Cl)cc1)(C3)C2 | -6 | -2 | -4 | -1.3 | 24 | -4 | -12 | -1 | 4 | -24
Cc1ccc(NNC(=O)c2ccc(Cl)cc2)nn1 | -6 | -2 | 2 | 4.2 | 4 | -4 | -7 | 0 | -6 | -4
CCCCc1ccc(/C=C2/C(=O)ON=C2c2ccccc2)s1 | -4 | -2 | 12 | -4.4 | 24 | 10 | 13 | 4 | -8 | -24
CN(C)CCOC1(Cc2ccc(F)cc2)CCC(C(C)(C)C)CC1 (configuration not stated) | · | · | -5 | · | 2 | -3 | -18 | -1 | 4 | -2
CCOC(=O)C1=C(C)N(c2ccc(Cl)cc2)C(=O)NC1c1cccc([N+](=O)[O-])c1 (configuration not stated) | 2 | 1 | 8 | 0.4 | -4 | 16 | 5 | 0 | -3 | 4
CCOc1ccccc1NC(=O)Nc1ccccn1 | 1 | -1 | -1 | 0.8 | · | 7 | -2 | -2 | -7 | ·
O=C(c1cccc(S(=O)(=O)Nc2ccc(F)cc2)c1)N1CCOCC1 | 0 | -1 | -5 | -3.6 | -2 | 3 | -8 | -1 | -5 | 2
O=C(O)CCC(=O)Nc1ccc(-c2nc3ccc(C(=O)c4ccccc4)cc3[nH]2)cc1 | 2 | -1 | 0 | 1.5 | -23 | 4 | 1 | -1 | 5 | 23
COCCn1nnnc1C(c1cc2cccc(C)c2[nH]c1=O)N1CCN(c2ccccc2F)CC1 (configuration not stated) | -4 | 1 | 2 | -1.1 | -31 | -5 | -4 | 1 | -15 | 31
O=C(NCCS(=O)CCNC(=O)C(F)(F)F)C(F)(F)F | 0 | -2 | 0 | 0.0 | 26 | 5 | -8 | -4 | -2 | -26
O=C(NNC(=O)c1cccc2ccccc12)c1ccc2c(c1)OCO2 | -3 | 1 | -3 | 0.7 | -9 | -21 | -12 | -1 | -11 | 9
CC(Oc1ccc(F)cc1)C(=O)N1CCN(c2ncccn2)CC1 (configuration not stated) | 0 | -2 | -3 | 0.3 | 18 | -14 | -8 | -3 | -8 | -18
Cc1cccc(NC(=O)c2cc3n(n2)C(C(F)(F)F)CC(C2CC2)N3)c1C (configuration not stated) | 5 | 4 | 4 | -1.0 | 17 | -5 | -8 | 1 | -8 | -17
COc1ccc(CNC(=O)C(c2ccc(C)o2)N(C(=O)c2snc(C(N)=O)c2N)c2ccccc2OC)cc1 (configuration not stated) | -1 | -6 | -9 | 0.8 | · | 5 | -6 | 1 | -3 | ·
Cc1ccccc1S(=O)(=O)c1cc2ccccc2nc1N | -1 | 0 | -1 | -1.5 | -14 | -21 | -25 | 2 | -6 | 14
O=C(O)CCCn1cc(NC(=O)c2c(F)cccc2F)cn1 | 8 | -1 | 7 | -1.2 | 17 | 2 | -6 | 3 | 0 | -17
CC(C)NC(=S)N(C)C1(c2ccccc2Cl)CCCCC1=O (configuration not stated) | 3 | 0 | 2 | 0.8 | 4 | 0 | -11 | 0 | -6 | -4
CCCCn1c(N)c(N(CCC(C)C)C(=O)CSc2nnc(Nc3ccccc3)s2)c(=O)[nH]c1=O | -5 | -1 | 0 | -1.9 | -22 | 0 | -9 | 7 | 5 | 22
Cc1ccc(-c2cc(C(=O)NCc3ccccn3)no2)cc1 | 7 | -2 | -17 | -0.5 | 8 | -6 | -8 | -1 | -6 | -8
CCc1ccc(CN2CCCC(CCC(=O)N3CCN(c4ccccn4)CC3)C2)o1 (configuration not stated) | -4 | 1 | -7 | -1.3 | · | 12 | -5 | 2 | 7 | ·
COc1ccc(C(=O)NCS(=O)(=O)c2ccc(C)cc2)cc1 | -4 | 2 | -3 | -1.1 | 12 | 32 | -3 | 1 | -10 | -12
CC(C)Cc1cc(C(=O)O)n[nH]1 | -1 | 3 | 5 | -0.8 | 5 | 28 | -2 | 1 | 11 | -5
COc1ccc(C)cc1NC(=O)C1CCCN1S(=O)(=O)c1ccccc1F (configuration not stated) | 0 | -2 | -16 | -1.9 | 16 | -1 | -5 | 1 | 6 | -16
CC(C)NC(=S)Nc1ccc(Oc2ccccc2)cc1 | -5 | -2 | -7 | -3.4 | -36 | 7 | -13 | -4 | 9 | 36

Not a retest: an excerpt of the list.
SMILES | Keap1 Nrf2 FP | NSD2 HMT inh | Cardiac RTF inh | LANA DNA inh | SR-BI uptake up | Arr AP2 block | PvdQ acylase | DAGLB inhibitor | PKA-R2B activ | SR-BI DiI inh
CC(C)Cc1cc(C(=O)O)n[nH]1 | -1 | 3 | 5 | -0.8 | 5 | 28 | -2 | 1 | 11 | -5
COc1ccc(C)cc1NC(=O)C1CCCN1S(=O)(=O)c1ccccc1F (configuration not stated) | 0 | -2 | -16 | -1.9 | 16 | -1 | -5 | 1 | 6 | -16
CC(C)NC(=S)Nc1ccc(Oc2ccccc2)cc1 | -5 | -2 | -7 | -3.4 | -36 | 7 | -13 | -4 | 9 | 36
